MLLE-PAM2 inh – blocks PAM2 peptide binding to the PABP1 MLLE domain | GST-MLLE / FITC-PAM2 fluorescence polarization | AID 588489 | P11940 | 0.36% of 360,000 active | inhibition, % at 20 µM; in the data active means inhibition above about 35%, passing the limit was not always enough;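 further: plate controls were DMSO wells with GST-MLLE for no effect and wells lacking GST-MLLE protein for full effect; some results filed as inactive read as strong as hits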
Rin1-Abl PPI inh – human Rin1-Abl interaction inhibition. P00519+Q13671. TR-FRET Rin1/Abl binding, biochemical. inhibition, % at 7.35 µM. 0.4% of 360,000 active; in the data active means inhibition above about 5%, passing the limit was not always enough
CendR NRP1 mod – NRP-1/CendR interaction modulation; inhibition, % at 25 µM; AID 602438; 0.85% of 360,000 active; FAM-RPARPAR peptide binding to NRP-1, fluorescence polarization; O14786;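 active means inhibition or corrected inhibition above about 18%, plus a signal ratio from 0.5 to 1.5, limit read from the data, passing the limit was not always enough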; further: strong numbers were not always called active
Neddyl block – blocks human cullin neddylation. P61081+Q13564. TR-FRET cullin neddylation, biochemical. calls only at 25 µM. 0.58% of 360,000 active. AID 651699; in the data active means inhibition above about 36%
Target sequence (P61081 whole entry, looked up): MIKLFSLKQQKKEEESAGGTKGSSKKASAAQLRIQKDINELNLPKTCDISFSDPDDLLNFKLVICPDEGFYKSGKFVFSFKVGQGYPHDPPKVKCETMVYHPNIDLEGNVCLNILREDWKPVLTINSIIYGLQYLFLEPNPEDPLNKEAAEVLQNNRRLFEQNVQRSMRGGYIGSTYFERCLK
Target sequence (Q13564 whole entry, looked up): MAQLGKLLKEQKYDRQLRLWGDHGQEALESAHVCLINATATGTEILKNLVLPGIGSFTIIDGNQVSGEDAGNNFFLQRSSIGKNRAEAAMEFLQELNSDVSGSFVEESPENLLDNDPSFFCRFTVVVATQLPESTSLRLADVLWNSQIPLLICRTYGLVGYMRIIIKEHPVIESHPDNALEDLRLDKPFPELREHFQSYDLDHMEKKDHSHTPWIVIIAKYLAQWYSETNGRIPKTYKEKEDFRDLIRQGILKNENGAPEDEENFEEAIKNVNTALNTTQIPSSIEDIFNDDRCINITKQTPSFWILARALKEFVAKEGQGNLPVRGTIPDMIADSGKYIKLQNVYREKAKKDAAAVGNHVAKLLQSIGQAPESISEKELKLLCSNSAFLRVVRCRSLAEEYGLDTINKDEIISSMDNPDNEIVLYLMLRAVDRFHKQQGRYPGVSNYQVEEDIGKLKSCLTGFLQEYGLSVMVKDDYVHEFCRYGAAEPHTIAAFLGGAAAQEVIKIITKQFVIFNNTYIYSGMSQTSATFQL
bovine MsrA act – bovine methionine sulfoxide reductase A activation. 0.3% of 360,000 active. activation, % at 10.6 µM. purified bovine MsrA, absorbance read-out; in the data active means activation above about 7.5%;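 further: 0% = vehicle and 100% = reference activator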
MT1-MMP act inh – MT1-MMP (human) activation inhibition; GFP/RFP ratio change, % at 20 µM; 0.061% of 360,000 active; HT1080 RFP-PRO-GFP cells, GFP/RFP ratio fluorescence, overnight; percent of plate control window, DMSO zero;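 active means GFP/RFP ratio change of at least 30% with cell ATP level not reduced by more than half and red fluorescence within 50% of control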; further: strong numbers were not always called active
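Test system: HT1080 cells expressing an RFP-PRO-GFP fluorescent reporter construct / Compound dosing: single-point 20 µM compound, 1% DMSO / Schedule: cells overnight before dosing, compound overnight, 37 °C, 5% CO2 / Evaluation: GFP/RFP fluorescence ratio / Control set: DMSO and RFP-L50D-GFP cell wells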
FAS TE block – inhibitors of human fatty acid synthase thioesterase domain | 0.67% of 360,000 active | recombinant FAS-TE, OMFH fluorogenic substrate, fluorescence endpoint | inhibition, % at 15 µM | P49327;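 active means compounds whose normalised, plate-corrected inhibition of enzyme fluorescence in the single-dose primary screen is 50% or more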;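 further: 0% = DMSO with enzyme and 100% = substrate without enzyme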
eLon inh – inhibitors of E. coli Lon protease. AID 602123. P0A9M0. inhibition, % at 7.94 µM. 0.42% of 360,000 active. purified E. coli Lon protease, fluorescence polarization; in the data active means inhibition above about 13%, passing the limit was not always enough;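 further: 0% = enzyme with probe and DMSO and 100% = no enzyme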
SKN-1 inh – blocks SKN-1 activity in C. elegans; C. elegans VP596 Pgst-4::GFP/RFP ratio, acrylamide-induced, 24 h; inhibition, % at 21.8 µM; 0.49% of 360,000 active;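 active means interference check ratio from 0.5 to 1.5 plus GFP to RFP signal ratio inhibition reaching or exceeding a fixed threshold, cut at about 30% in these data, passing the limit was not always enough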; further: some compounds called inactive have numbers as strong as hits
Active calls of the source: *; i = inactive; . = no result given.

[1] O=C(C[C@@H]1C/C=C\CCCC(=O)OC[C@@H]2CCCN2C1=O)N[C@H](CO)Cc1ccccc1
[2] COc1ccc(NC(=O)c2cc(C3CCCCN3S(=O)(=O)c3ccc(F)cc3F)on2)c(C)c1 (configuration not stated)
[3] Cc1ccccc1Oc1ccc2c(c1)[C@@H]1C[C@H](N(C)C(=O)Nc3cc(Cl)cc(Cl)c3)[C@H]([C@H](C)O)C(=O)N1CC2
[4] C=CCNC(=O)c1ccccc1NC(=O)c1ccccc1C
[5] O=C(CCNC(=O)c1ccccc1Cl)Nc1ccc(S(=O)(=O)Nc2nccs2)cc1
[6] CC1(C(=O)NS(=O)(=O)c2ccccc2)CCN1C(=O)C1(c2ccc(Cl)cc2)CC1 (configuration not stated)
[7] Cc1ccc(C(O)Cn2nc(C)cc2C)cc1 (configuration not stated)
[8] CN(c1cc2c(c3c1ccn3C)C1CCC2C1)C1CCCCC1 (configuration not stated)

entry no. | 1 | 2 | 3 | 4 | 5 | 6 | 7 | 8
CendR NRP1 mod | 9.5 | -7.0 | 35.1* | 8.4 | -1.4 | -3.1 | 0.7 | 5.1
SKN-1 inh | 6.9 | 16.5 | 3.6 | -3.7 | 5.0 | 19.4 | 21.1 | 10.2
FAS TE block | -11.2 | 21.1 | 38.3 | -1.1 | -7.7 | -7.4 | -5.8 | 13.8
bovine MsrA act | -1.8 | -1.0 | -6.5 | 8.6* | -2.7 | -3.0 | -2.2 | -2.6
Neddyl block | i | i | i | i | i | i | i | i
MLLE-PAM2 inh | 7.0 | 0.1 | -3.9 | 9.4 | 1.3 | -5.0 | 4.0 | 31.4
eLon inh | -0.8 | 10.7 | -10.3 | -4.7 | 2.4 | -1.1 | -3.4 | 0.7
MT1-MMP act inh | 3.1 | -7.3 | -1.8 | 6.8 | 2.8 | -3.8 | 0.9 | 34.9*
Rin1-Abl PPI inh | 1.0 | -1.2 | -0.7 | 1.1 | 4.4 | -5.0 | 1.1 | -1.1

Pulled by structure from the entries so far, 2 records:
[5] O=C(CCNC(=O)c1ccccc1Cl)Nc1ccc(S(=O)(=O)Nc2nccs2)cc1
[1] O=C(C[C@@H]1C/C=C\CCCC(=O)OC[C@@H]2CCCN2C1=O)N[C@H](CO)Cc1ccccc1

entry no. | 5 | 1
CendR NRP1 mod | -1.4 | 9.5
SKN-1 inh | 5.0 | 6.9
FAS TE block | -7.7 | -11.2
bovine MsrA act | -2.7 | -1.8
Neddyl block | i | i
MLLE-PAM2 inh | 1.3 | 7.0
eLon inh | 2.4 | -0.8
MT1-MMP act inh | 2.8 | 3.1
Rin1-Abl PPI inh | 4.4 | 1.0

Following part:
[9] Cc1ccc(N2CCN(C(=O)N3CCOCC3)CC2)c(C)c1
[10] CCOC(=O)N1CCN(C(=O)c2cc3c(=O)n4cccc(C)c4nc3s2)CC1
[11] NC(=O)c1c(NC(=O)C2CC=CCC2C(=O)O)sc2c1CCCCC2 (configuration not stated)
[12] CC(C)CCN1C(=O)c2ccc(C(=O)OCC(=O)N(C)C3CCS(=O)(=O)C3)cc2C1=O (configuration not stated)
[13] CN(C)C1CN(Cc2cn(Cc3ccc(F)cc3)nn2)S(=O)(=O)C1 (configuration not stated)
[14] COc1ccccc1-c1nc(C(N)=O)c2[nH]c(=O)n(-c3cccc(C)c3)c2n1
[15] COc1ccc(S(=O)(=O)Nc2cc3c4c(c2)C(C)C(=O)N4CCC3)cc1OC (configuration not stated)
[16] COc1ccccc1OCc1ccc(C(=O)Nc2ccncc2)o1

entry no. | 9 | 10 | 11 | 12 | 13 | 14 | 15 | 16
CendR NRP1 mod | 1.3 | 10.5 | -7.3 | -1.5 | 17.8 | 5.6 | 2.7 | 2.0
SKN-1 inh | 14.5 | 3.1 | -0.9 | -4.2 | 20.1 | -6.9 | -10.6 | 2.4
FAS TE block | -5.8 | 0.3 | -4.0 | -17.5 | -10.8 | -2.8 | -14.2 | -4.6
bovine MsrA act | -0.1 | -0.8 | -5.6 | -0.7 | -1.1 | -4.7 | -9.2 | -0.3
Neddyl block | i | . | i | i | i | i | i | i
MLLE-PAM2 inh | -5.5 | -5.5 | 34.0 | -6.5 | . | 1.5 | 34.6 | -13.4
eLon inh | 3.0 | -0.2 | 1.4 | -7.3 | -2.6 | -0.9 | 17.9 | -5.8
MT1-MMP act inh | -3.6 | -2.0 | -4.5 | 0.7 | 3.1 | -12.9 | -3.5 | -2.8
Rin1-Abl PPI inh | -3.4 | 2.0 | 2.6 | 3.1 | . | -0.4 | 0.7 | -1.3

[17] COc1ccc(-c2csc(NC(=S)NC(=O)c3cccs3)n2)cc1Br
[18] O=C1NC(Cc2ccc(O)cc2)c2nc3cc(F)c(F)cc3c(=O)n2-c2cc3ccccc3cc21 (configuration not stated)
[19] CC1=C(C(=O)N(C)C)CC(CC(=O)NC(c2ccccc2)c2ccccc2)C(=O)N1CCC1=CCCCC1 (configuration not stated)
[20] CCOc1ccc(N2CC(C(=O)Nc3cccc(S(=O)(=O)N4CCOCC4)c3)CC2=O)cc1 (configuration not stated)
[21] COCCCNC(=S)NNC(=O)Cn1nc(C)c(Br)c1C
[22] CCOC(=O)c1cc2ccc3ccccc3c2s1
[23] COc1ccc(S(=O)(=O)N2CCCCC2)cc1NC(=O)CCC(=O)N1CCC(c2ccccc2)=N1
[24] CN(CC(=O)Nc1ccccc1C(F)(F)F)C(=O)COc1ncnc2sccc12
[25] Cc1cccc(OCCCCCn2ccnc2)c1
[26] O=C(COC(=O)c1ccc(-c2ccc([N+](=O)[O-])cc2)o1)NC(=O)NC12CC3CC(CC(C3)C1)C2
[27] O=C(c1[nH]c(C(F)(F)F)nc1-c1ccccc1)N1CCN(C/C=C/c2ccccc2)CC1

entry no. | 17 | 18 | 19 | 20 | 21 | 22 | 23 | 24 | 25 | 26 | 27
CendR NRP1 mod | -1.5 | -7.7 | 8.7 | 5.3 | 10.1 | 11.8 | 12.8 | -17.5 | -1.3 | -4.0 | 0.9
SKN-1 inh | 2.9 | 1.4 | -9.9 | 2.6 | -5.4 | 11.0 | -4.8 | 13.4 | 22.6 | 1.4 | 0.3
FAS TE block | 17.1 | 18.3 | 24.6 | -6.7 | -9.1 | 40.5 | 18.7 | -10.3 | -7.0 | 45.5 | -9.3
bovine MsrA act | -3.1 | -1.4 | -4.8 | -5.0 | -2.7 | -1.8 | -0.9 | -0.8 | 0.1 | -1.0 | -3.5
Neddyl block | i | i | i | i | i | i | i | i | i | i | i
MLLE-PAM2 inh | 10.6 | -0.2 | 0.4 | -3.3 | -49.9 | 2.5 | 10.1 | -29.6 | -7.4 | -24.4 | -15.3
eLon inh | 0.5 | 4.7 | -4.4 | -5.5 | -2.1 | -7.9 | -5.8 | -4.3 | -1.6 | -23.4 | -10.2
MT1-MMP act inh | 0.5 | -6.6 | -0.1 | 1.8 | -6.8 | -2.8 | -0.6 | 1.9 | 3.0 | -2.1 | 3.8
Rin1-Abl PPI inh | -0.5 | -1.1 | 0.6 | 0.5 | -3.7 | -2.5 | 2.9 | 0.0 | 6.5 | 0.2 | 2.1

Record cards, from the list above:
Cc1cccc(OCCCCCn2ccnc2)c1 is entered as CendR NRP1 mod = -1.3; SKN-1 inh = 22.6; FAS TE block = -7.0; bovine MsrA act = 0.1; Neddyl block = i; MLLE-PAM2 inh = -7.4; eLon inh = -1.6; MT1-MMP act inh = 3.0; Rin1-Abl PPI inh = 6.5
CN(CC(=O)Nc1ccccc1C(F)(F)F)C(=O)COc1ncnc2sccc12 is entered as CendR NRP1 mod = -17.5; SKN-1 inh = 13.4; FAS TE block = -10.3; bovine MsrA act = -0.8; Neddyl block = i; MLLE-PAM2 inh = -29.6; eLon inh = -4.3; MT1-MMP act inh = 1.9; Rin1-Abl PPI inh = 0.0

High-throughput results: PubChem BioAssay, several laboratories

Hits appear at their usual frequency; 4% or so of the library scored in one or more.
